# SKN-1 inh = C. elegans SKN-1 inhibition; inhibition, % at 21.8 µM; 360,000 tested, 0.49% active; C. elegans VP596 Pgst-4::GFP/RFP ratio, acrylamide-induced, 24 h;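 active means interference check ratio from 0.5 to 1.5 plus GFP to RFP signal ratio inhibition reaching or exceeding a fixed threshold, cut at about 30% in these data, passing the limit was not always enough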; further: some compounds called inactive have numbers as strong as hits
# Rpn11 block = inhibitors of human proteasome Rpn11. calls only at 20 µM. 360,000 tested, 0.59% active. AID 588493. human 26S proteasome, Ub4-pepOG fluorescence polarization; 20S core pre-blocked with epoxomicin;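 active means inhibition at 20 µM, scaled to each plate's controls, above about 33%, limit read from the data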
# LMPTP block = LMPTP (human) inhibition; P24666; 360,000 tested, 0.22% active; recombinant LMPTP-A, OMFP fluorogenic substrate, fluorescence intensity; inhibition, % at 20 µM; AID 651560;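 active means compounds that cut the enzyme signal by at least half of the control window in the single-dose screen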;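 further: plate controls were DMSO wells with enzyme plus substrate for no effect and substrate without enzyme for full effect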
# Target sequence (P24666 whole entry, looked up): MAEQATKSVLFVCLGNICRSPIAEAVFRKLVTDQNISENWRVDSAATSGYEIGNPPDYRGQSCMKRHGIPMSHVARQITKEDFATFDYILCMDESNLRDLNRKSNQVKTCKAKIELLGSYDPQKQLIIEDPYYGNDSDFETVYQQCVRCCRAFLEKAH
#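 Buffer or medium: Bis-Tris pH 6.0, DTT, detergent; Assay system: LMPTP-A enzyme; Quantity: 0.625 nM enzyme; Detection: endpoint fluorescence intensity; Times: 50 min dark incubation at room temperature; Controls: substrate-only low control, DMSO enzyme-plus-substrate high control; Doses: single 20 µM dose; Read-out: percent inhibition versus substrate-only and uninhibited controls; Reagent: 400 µM OMFP.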
# STEP inh = inhibitors of human striatal-enriched phosphatase STEP; recombinant STEP, OMFP fluorogenic substrate, fluorescence; inhibition, % at 20 µM; 360,000 tested, 0.25% active; AID 588621;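 active means inhibition at 20 µM, scaled per plate between control wells, above about 37%, limit read from the data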;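 further: 0% = DMSO with enzyme and substrate and 100% = substrate only without enzyme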
#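 System: isolated STEP enzyme; schedule: 20 min enzyme reaction at room temperature, protected from light; medium: Bis-Tris buffer pH 6.0, 2.5 mM DTT, 0.005% Tween 20; signal: fluorescence, 480/540 nm; dosing: single compound dose of 20 µM, 1% DMSO final; also added: OMFP substrate, 25 µM final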
# MT1-MMP act inh = MT1-MMP (human) activation inhibition. GFP/RFP ratio change, % at 20 µM. HT1080 RFP-PRO-GFP cells, GFP/RFP ratio fluorescence, overnight; percent of plate control window, DMSO zero. 360,000 tested, 0.061% active. AID 651647;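 active means GFP/RFP ratio change of at least 30% with cell ATP level not reduced by more than half and red fluorescence within 50% of control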; further: strong numbers were not always called active
#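 Assay system: HT1080 RFP-PRO-GFP cells | Dosing: 20 µM single dose, 1% DMSO | Incubation: Cells overnight before dosing, compound overnight, 37 °C, 5% CO2 | Evaluation: GFP/RFP fluorescence ratio | Control set: DMSO-only wells and HT1080 RFP-L50D-GFP cell wells as references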
# DNMT1 block = inhibitors of human DNMT1. P26358. DNMT1 molecular beacon, Hinp1I cleavage, fluorescence. inhibition (reported as % activation of signal), % at 10 µM. 360,000 tested, 0.83% active; in the data active means inhibition above about 50%
# Scp-1 inhibitor = Scp-1 (human) phosphatase inhibition; inhibition, % at 20 µM; Q9GZU7; AID 493091; Recombinant Scp1, phosphopeptide, malachite green phosphate absorbance; 340,000 tested, 0.88% active;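 active means inhibition above about 50% at 20 µM, limit read from the data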;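 further: plate controls were DMSO wells with enzyme for no effect and wells lacking enzyme for full effect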
#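 Incubation: 45 min enzyme reaction at room temperature / System: truncated SCP-1 phosphatase (76-261aa) / Reagent: Phospho 17-mer peptide substrate / Buffer or medium: Acidic Tris acetate buffer with magnesium and detergent / Signal: absorbance at 630 nm / Doses: one concentration, 20 µM, with 1.0% DMSO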
# NadD inh = blocks S. aureus nicotinate mononucleotide adenylyltransferase. purified NadD enzyme, colorimetric absorbance read-out. inhibition, % at 20 µM. 360,000 tested, 0.78% active; in the data active means inhibition above about 26%; further: some compounds past the cut are filed as inactive
# SUMO1-SIM PPI = alters human SUMO1 binding to SIM partners; P63165; 360,000 tested, 0.33% active; AID 602429; inhibition, % at 20 µM; SUMO1 binding to a labelled peptide, TR-FRET, 1 h; in the data active means inhibition above about 37%
# CendR NRP1 mod = NRP-1/CendR interaction modulation. FAM-RPARPAR peptide binding to NRP-1, fluorescence polarization. inhibition, % at 25 µM. 360,000 tested, 0.85% active. AID 602438;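 active means inhibition or corrected inhibition above about 18%, plus a signal ratio from 0.5 to 1.5, limit read from the data, passing the limit was not always enough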; further: strong numbers were not always called active
# Target sequence (O14786 whole entry, looked up): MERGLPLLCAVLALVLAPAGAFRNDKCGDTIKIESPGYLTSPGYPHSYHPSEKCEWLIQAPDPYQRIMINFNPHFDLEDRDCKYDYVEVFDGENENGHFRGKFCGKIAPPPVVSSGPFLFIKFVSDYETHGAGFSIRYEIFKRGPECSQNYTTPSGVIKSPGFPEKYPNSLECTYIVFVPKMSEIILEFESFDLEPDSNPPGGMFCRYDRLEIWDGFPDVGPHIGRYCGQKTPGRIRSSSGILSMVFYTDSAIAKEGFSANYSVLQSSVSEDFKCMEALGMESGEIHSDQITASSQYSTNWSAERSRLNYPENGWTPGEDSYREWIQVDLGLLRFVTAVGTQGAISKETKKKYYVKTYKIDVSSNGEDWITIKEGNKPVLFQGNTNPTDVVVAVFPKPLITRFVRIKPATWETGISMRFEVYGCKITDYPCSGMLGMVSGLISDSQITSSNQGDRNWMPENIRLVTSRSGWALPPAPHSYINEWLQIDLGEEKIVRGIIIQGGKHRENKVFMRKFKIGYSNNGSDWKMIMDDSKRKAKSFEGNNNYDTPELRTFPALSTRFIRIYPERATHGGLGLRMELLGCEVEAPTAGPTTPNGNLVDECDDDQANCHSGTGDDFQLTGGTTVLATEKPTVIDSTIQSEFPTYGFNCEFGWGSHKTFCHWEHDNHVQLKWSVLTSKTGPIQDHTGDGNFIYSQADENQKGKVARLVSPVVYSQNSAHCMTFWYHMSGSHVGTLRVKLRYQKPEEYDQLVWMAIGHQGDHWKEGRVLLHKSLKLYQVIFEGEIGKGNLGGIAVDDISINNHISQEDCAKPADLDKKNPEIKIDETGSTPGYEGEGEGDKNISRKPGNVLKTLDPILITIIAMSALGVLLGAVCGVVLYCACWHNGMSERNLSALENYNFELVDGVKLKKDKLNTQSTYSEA
# * marks the source's active call; other numbers are inactive results; i = inactive; . = not tested or not shown.
1	CC(C)(C)c1nnc(NC(=O)Cc2ccccc2[N+](=O)[O-])s1
2	Cc1ccc(-n2c3c(c(=O)[nH]c2=S)C(C(F)(F)F)(C(F)(F)F)NC(=O)N3)cc1
3	CC(C)(C)c1csc(NC(=O)CCS(=O)(=O)c2ccc(F)cc2)n1
4	COc1cccc(NC(=O)COC(=O)c2ccco2)c1
5	CCCC(=O)Nc1c(-c2ccccc2)c(=O)c(C)nn1-c1ccc(Cl)cc1
6	CCN(CC)S(=O)(=O)c1cccc(NC(=O)c2cc(-c3cccs3)nn2-c2ccccc2)c1

assay / entry	1	2	3	4	5	6
SKN-1 inh	-1	-24	8	0	1	13
Rpn11 block	i	i	i	i	i	i
LMPTP block	-0.7	-0.1	-0.2	-1.4	-2.3	4.0
STEP inh	-2	-2	0	0	-2	0
MT1-MMP act inh	2	-3	-3	2	2	.
DNMT1 block	2	1	1	-4	1	-8
Scp-1 inhibitor	0	12	.	-6	-3	-12
NadD inh	1	0	-7	2	1	-3
SUMO1-SIM PPI	-3	-1	1	-1	2	9
CendR NRP1 mod	12	2	-8	-8	-4	5

7	COc1ccccc1NC(=O)CSc1nnc(-c2ccccc2)o1
8	O=C(Nc1cccnc1)c1ccc(S(=O)(=O)c2ccc(Cl)cc2)cc1
9	COc1ccc(N2CCN(C(=O)C3CCN(S(=O)(=O)c4c(C)noc4/C=C/N(C)C)CC3)CC2)cc1
10	CCO[C@H]1OC(C(=O)NC2CC2)=C[C@@H](c2ccc(Br)cc2)[C@@H]1CCCO
11	Nc1c(N(Cc2ccco2)C(=O)c2cccc(F)c2)c(=O)[nH]c(=O)n1Cc1ccccc1
12	Cc1cc(=O)oc2cc(OCC(=O)NCCc3ccccc3)ccc12

assay / entry	7	8	9	10	11	12
SKN-1 inh	2	0	6	2	-3	3
Rpn11 block	i	i	i	i	i	i
LMPTP block	-0.9	0.5	0.5	-0.2	-0.9	-0.9
STEP inh	-2	-2	0	1	4	-6
MT1-MMP act inh	4	-3	-2	1	-5	5
DNMT1 block	-2	-1	1	3	-1	4
Scp-1 inhibitor	-12	-3	1	0	1	7
NadD inh	-3	-7	-5	0	0	-10
SUMO1-SIM PPI	1	-4	-1	-5	2	3
CendR NRP1 mod	-10	-3	6	8	3	0

13	Cc1cnc(C(=O)OCC(=O)NCc2cccc(Cl)c2)cn1
14	CCOC(=O)C1=C(C)NC(=O)C(C(N)=O)C12CCCC2 (stereo not given)
15	COC(=O)c1ccc(-c2nn(C)c(=O)c3ccccc23)cc1
16	Cc1ccccc1-c1nsc(SCC(=O)Nc2ccc3c(c2)OCO3)n1
17	O=C(CCCCCN1C(=O)c2ccccc2C1=O)NCCc1nc2ccccc2[nH]1
18	O=C(CCc1nc2ccccc2c(=O)[nH]1)Nc1ccccc1N1CCCCC1

assay / entry	13	14	15	16	17	18
SKN-1 inh	-12	4	17	3	4	5
Rpn11 block	i	i	i	i	i	i
LMPTP block	-1.2	-1.2	0.0	0.8	1.9	1.2
STEP inh	4	1	-1	-3	-2	2
MT1-MMP act inh	-1	6	0	4	2	3
DNMT1 block	1	8	-2	-1	-8	3
Scp-1 inhibitor	14	3	-2	0	-11	.
NadD inh	-4	-1	0	-2	6	-5
SUMO1-SIM PPI	4	-2	-5	-2	-6	0
CendR NRP1 mod	-9	-9	-2	2	-6	-14

# Sorted by number of heavy atoms (rising): six of the compounds above
14	CCOC(=O)C1=C(C)NC(=O)C(C(N)=O)C12CCCC2 (stereo not given)
15	COC(=O)c1ccc(-c2nn(C)c(=O)c3ccccc23)cc1
12	Cc1cc(=O)oc2cc(OCC(=O)NCCc3ccccc3)ccc12
10	CCO[C@H]1OC(C(=O)NC2CC2)=C[C@@H](c2ccc(Br)cc2)[C@@H]1CCCO
18	O=C(CCc1nc2ccccc2c(=O)[nH]1)Nc1ccccc1N1CCCCC1
17	O=C(CCCCCN1C(=O)c2ccccc2C1=O)NCCc1nc2ccccc2[nH]1

assay / entry	14	15	12	10	18	17
SKN-1 inh	4	17	3	2	5	4
Rpn11 block	i	i	i	i	i	i
LMPTP block	-1.2	0.0	-0.9	-0.2	1.2	1.9
STEP inh	1	-1	-6	1	2	-2
MT1-MMP act inh	6	0	5	1	3	2
DNMT1 block	8	-2	4	3	3	-8
Scp-1 inhibitor	3	-2	7	0	.	-11
NadD inh	-1	0	-10	0	-5	6
SUMO1-SIM PPI	-2	-5	3	-5	0	-6
CendR NRP1 mod	-9	-2	0	8	-14	-6

# (listing goes on)
19	Cc1ccc(C)c(NCc2ccccc2CO)c1
20	O=C(Nc1ccccc1C(=O)O)/C(=C/c1ccc(Cl)cc1Cl)NC(=O)c1ccco1
21	O=C(Oc1cccnc1)c1cccc(Cl)c1
22	CCn1c(SCC(=O)N2CCN(c3ccc(F)cc3)CC2)nc2ccccc2c1=O
23	C1CCCN(CCCCN2CCCCCC2)CC1
24	COCCNC(=O)C(OC(=O)c1cccs1)c1ccccc1 (stereo not given)

assay / entry	19	20	21	22	23	24
SKN-1 inh	0	-13	-4	4	12	9
Rpn11 block	i	i	i	i	i	i
LMPTP block	-0.5	-1.3	-1.7	0.7	-3.6	-1.3
STEP inh	-3	-1	-2	-2	-3	-2
MT1-MMP act inh	3	-4	-1	3	0	-3
DNMT1 block	0	4	0	2	-9	3
Scp-1 inhibitor	-7	-2	10	3	-11	-4
NadD inh	-5	-8	0	5	-4	-2
SUMO1-SIM PPI	0	5	-4	1	-2	4
CendR NRP1 mod	6	-5	9	29*	3	6

25	CSCCC(NS(=O)(=O)c1ccccc1F)C(=O)NCc1cccnc1 (stereo not given)
26	COc1cccc(C(NC(C)=O)c2nc(-c3ccccc3)cs2)c1 (stereo not given)
27	COC(Cc1nnc(SC)n1-c1ccc(Cl)cc1)OC
28	ClCc1nc2ccccc2c2ccccc12
29	CCN1CCC(NC(=O)c2cc(OC)c(OC)cc2OC)CC1
30	Cc1cccc(CCNC(=O)Cn2ncc3c([nH]c4ccccc43)c2=O)c1

assay / entry	25	26	27	28	29	30
SKN-1 inh	-8	8	7	26	10	11
Rpn11 block	i	i	i	i	i	i
LMPTP block	-1.3	-1.6	-1.6	0.2	-1.5	-1.8
STEP inh	3	-6	-2	2	1	2
MT1-MMP act inh	-4	1	2	-3	-2	-1
DNMT1 block	-4	-1	-2	9	-2	15
Scp-1 inhibitor	-4	.	-5	2	0	-7
NadD inh	0	-8	4	12	-5	6
SUMO1-SIM PPI	11	0	3	1	2	-3
CendR NRP1 mod	-3	0	-4	-11	1	5

31	Cc1ccc(CNC(=O)C2CCC(=O)N(Cc3cccc(C(F)(F)F)c3)C2)o1 (stereo not given)
32	CCN(CC)c1nc(-c2ccccc2)cc(C(F)(F)F)c1C#N
33	Cc1ccc(S(=O)(=O)N[C@@H](Cc2ccccc2)C(=O)N2CCC(C(=O)N[C@@H](CC(C)C)C(=O)O)CC2)cc1
34	CCOC(=O)c1[nH]c2ccccc2c1NC(=O)c1ccc2c(c1)OCO2
35	COc1ccc(C(=O)c2c[nH]c(C(=O)NCc3cccs3)c2)cc1
36	CCc1nc(N2CCCCC2C(=O)O)c2oc3ccccc3c2n1 (stereo not given)

assay / entry	31	32	33	34	35	36
SKN-1 inh	-11	-13	-1	-8	17	19
Rpn11 block	i	i	i	i	i	i
LMPTP block	2.5	4.2	-0.9	-0.2	-0.6	-1.9
STEP inh	-1	7	0	0	-3	-3
MT1-MMP act inh	2	3	-1	-1	3	-3
DNMT1 block	-2	3	-1	-1	6	0
Scp-1 inhibitor	5	-10	-12	16	-4	-13
NadD inh	1	2	0	-3	-4	-5
SUMO1-SIM PPI	1	1	-1	-3	2	-3
CendR NRP1 mod	-4	6	-2	-4	-4	-1

37	S=C(NCc1ccco1)N/N=C/c1ccc(Cl)cc1
38	Cc1cc(C)cc(N(C(=O)c2ccc3c(c2)OCO3)C2C=CS(=O)(=O)C2)c1 (stereo not given)
39	CC(=O)N1CCN(c2ccc(NC(=O)c3ccc(F)cc3)cc2)CC1
40	C/C=C/Cn1c(SC)nc2c1c(=O)[nH]c(=O)n2C
41	CCOc1ccc(-n2cc(-c3ccccc3)c3c(N4CCOCC4)ncnc32)cc1
42	CC(C)[C@H](NC(=O)c1ccccc1Cl)C(=O)Nc1nc(-c2ccccn2)cs1

assay / entry	37	38	39	40	41	42
SKN-1 inh	-2	-1	-19	-10	0	-24
Rpn11 block	i	i	i	i	i	i
LMPTP block	1.7	0.6	-1.8	-1.2	4.1	0.7
STEP inh	0	-1	3	0	1	-2
MT1-MMP act inh	0	-4	-2	1	-17	9
DNMT1 block	-6	1	-1	-1	-7	-5
Scp-1 inhibitor	4	-2	-8	-4	5	-3
NadD inh	-8	2	-5	7	10	-2
SUMO1-SIM PPI	-6	3	-2	-3	2	-3
CendR NRP1 mod	-7	0	-7	-2	9	-11

43	COC(=O)c1ccc(NC(=O)CO/N=C2\CCCc3nonc32)cc1
44	COc1cc(/C=C/C(=O)OCC(=O)NC(=O)NC(C)C)ccc1O
45	O=C(NCc1ccc2c(c1)OCO2)C1(S(=O)(=O)c2ccccc2)CC1
46	CCCCNC(=O)CN(c1cccc(F)c1)S(C)(=O)=O
47	O=C(c1ccc(CS(=O)c2ccccc2Cl)o1)N1CCN(c2ccccn2)CC1 (stereo not given)
48	O=C(O)CN1CCN(C(c2ccccc2)c2ccccc2)CC1

assay / entry	43	44	45	46	47	48
SKN-1 inh	5	-3	-3	25	0	5
Rpn11 block	i	i	i	i	i	i
LMPTP block	0.8	0.5	-0.7	-0.6	-0.2	-0.4
STEP inh	3	2	-8	-2	0	-1
MT1-MMP act inh	0	4	-2	-3	-4	-2
DNMT1 block	-11	-2	1	0	2	2
Scp-1 inhibitor	-1	3	-12	-2	-7	0
NadD inh	-3	-2	-1	-2	-3	-4
SUMO1-SIM PPI	2	-7	0	-2	-3	-2
CendR NRP1 mod	-1	3	9	1	-2	2

49	O=C(COc1ccc(Cl)cc1)NNC(=O)C(=O)NC1CCCCC1
50	Fc1ccccc1-c1cc2ncccc2cn1
51	CCc1ccccc1NC(=O)C1c2ccccc2Oc2ccccc21
52	CSCCC(NS(=O)(=O)Cc1ccccc1)C(=O)NNc1ccccc1 (stereo not given)

assay / entry	49	50	51	52
SKN-1 inh	4	16	8	6
Rpn11 block	i	i	i	i
LMPTP block	-1.7	-1.2	-2.6	0.0
STEP inh	-2	0	-2	-1
MT1-MMP act inh	5	-2	-1	-3
DNMT1 block	2	2	11	-1
Scp-1 inhibitor	-2	0	1	.
NadD inh	0	-6	-1	1
SUMO1-SIM PPI	6	-12	1	0
CendR NRP1 mod	6	12	4	9

# Bioassay records (PubChem BioAssay)
